Source: PubChem
Thrombin inh = blocks human thrombin protease activity. P00734. alpha-thrombin, Boc-VPR-AMC fluorogenic substrate cleavage. 220,000 compounds, 0.26% hits. inhibition, % at 5 µM;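 active = inhibition at or above 40%; inactive = inhibition below 40%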;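 also: 0% = enzyme with no compound and 100% = wells without enzyme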
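System – human alpha-thrombin · Medium – pH 7.5 Tris (50 mM) with NaCl 150 mM, Tween 20 0.05% · Compound – single-point dosing at 5 µM, 0.2% DMSO · Incubation – enzyme reaction carried out at room temperature · Technique – fluorescence of released AMC, ex 355 nm, em 460 nm · Read-out basis – % inhibition of thrombin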
eIF4E 4G PPI = inhibitors of eIF4E and eIF4G interaction in translation initiation; P63073+Q04637; TR-FRET eIF4E-eIF4GI(517-606) binding, 2 h; inhibition, % at 21.7 µM; 220,000 compounds, 0.37% hits;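 also: 0% = full FRET control wells and 100% = background wells lacking eIF4GI fragment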
KLK5 inh = blocks human kallikrein 5 protease activity | Q9Y337 | recombinant hK5, fluorogenic AMC substrate cleavage | inhibition, % at 5 µM | 210,000 compounds, 0.59% hits;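 active = inhibition of 40% or more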;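 also: 0% = enzyme controls without compound and 100% = no-enzyme blanks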
Rad51 HR inh = Rad51 (human) homologous recombination inhibition; Q06609; hRad51 DNA strand exchange, fluorescence dequenching; inhibition, % at 10 µM; 200,000 compounds, 0.085% hits; AID 1385;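 active = inhibition above 40% at the single screening dose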;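 also: 0% = DMSO control wells and 100% = blanks with heterologous ssDNA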
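System: hRad51 filaments on single-stranded DNA; reagent: Fluorescein- and BHQ1-tagged 47-mer duplex; compound dosing: one concentration, 10 µM final; timing: filaments 15 min 37 °C, then compound 30 min; measured by: fluorescein emission 520 nm, excitation 485 nm; benchmarks: per-plate controls and blanks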
Furin inhibitor = human furin inhibition; P09958; purified furin, fluorogenic substrate cleavage; inhibition, % at 30 µM; 220,000 compounds, 0.061% hits; AID 463115; in the data active = inhibition above about 25%; also: inactives centre near -15
Target sequence (P09958 108-714 limits assumed): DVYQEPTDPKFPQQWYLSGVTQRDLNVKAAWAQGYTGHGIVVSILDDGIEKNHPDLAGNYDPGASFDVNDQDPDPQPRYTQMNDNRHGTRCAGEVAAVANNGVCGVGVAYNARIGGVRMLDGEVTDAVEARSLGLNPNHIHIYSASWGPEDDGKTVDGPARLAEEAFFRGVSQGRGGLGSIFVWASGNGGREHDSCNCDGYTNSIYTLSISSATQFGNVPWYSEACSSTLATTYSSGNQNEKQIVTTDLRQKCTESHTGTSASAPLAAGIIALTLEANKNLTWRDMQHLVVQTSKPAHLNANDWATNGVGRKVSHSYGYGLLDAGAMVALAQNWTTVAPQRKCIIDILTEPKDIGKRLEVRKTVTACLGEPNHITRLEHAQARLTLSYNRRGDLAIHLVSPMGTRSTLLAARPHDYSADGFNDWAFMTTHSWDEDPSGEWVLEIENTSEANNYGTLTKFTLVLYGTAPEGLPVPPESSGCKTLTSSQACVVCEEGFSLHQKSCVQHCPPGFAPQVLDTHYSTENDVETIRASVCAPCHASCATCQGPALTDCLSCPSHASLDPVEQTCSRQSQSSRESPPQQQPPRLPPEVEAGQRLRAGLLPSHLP
Cl transport mod = modulators of human KCC2 chloride dependent transport | Q9H2X9 | KCC2 cells, thallium flux FluoZin-2 fluorescence | B-score of Tl+ flux slope (higher = more flux/activation; lower = inhibition) at 10 µM | 190,000 compounds, 2.2% hits | AID 1456;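 active = thallium flux slope and its plate-corrected score both differing from the plate sample mean at a set confidence after two filtering rounds, in either direction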;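 also: slope of fluorescence scaled to starting intensity during 10 to 20 s after thallium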
NCF1 inh = inhibitors of human p47phox binding. AID 1274. 220,000 compounds, 0.53% hits. p47phox/p22phox peptide binding, fluorescence polarization, 2 h. P14598. inhibition, % at 24.7 µM;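 also: 0% = p47phox with labelled peptide and 100% = labelled peptide alone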
14-3-3 Bad PPI = disrupts binding of bovine 14-3-3 zeta to phospho-Bad peptide | P63103 | inhibition, % at 21.7 µM | TR-FRET 14-3-3zeta/Dy647-pBad peptide displacement, 1 h | 220,000 compounds, 0.71% hits;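 active = inhibition above about 70%, limit read from the data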;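 also: 0% = full 14-3-3 plus peptide FRET controls and 100% = background without 14-3-3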
EBV gp42 inh = inhibitors of Epstein-Barr virus glycoprotein 42; Q1HVG2; Fluorescence polarization binding assay, mP read-out; inhibition, % (tested at 21.74 µM); 220,000 compounds, 0.42% hits; AID 1085; in the data active = inhibition above about 50%
Target sequence (Q1HVG2 whole entry, looked up): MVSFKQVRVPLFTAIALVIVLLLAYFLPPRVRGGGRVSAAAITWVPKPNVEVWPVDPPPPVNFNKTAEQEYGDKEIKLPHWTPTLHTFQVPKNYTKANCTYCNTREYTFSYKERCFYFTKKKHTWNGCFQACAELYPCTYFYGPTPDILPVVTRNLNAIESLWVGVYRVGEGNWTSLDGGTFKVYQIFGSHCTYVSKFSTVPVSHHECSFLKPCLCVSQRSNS
Numbers without * were called inactive; / = not tested or not shown; [ ] = remark or other dose.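 The calls were made as follows, unless noted: active = inhibition above about 30% (limit read from the data); inactive = the rest.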

SMILES	Thrombin inh	eIF4E 4G PPI	KLK5 inh	Rad51 HR inh	Furin inhibitor	Cl transport mod	NCF1 inh	14-3-3 Bad PPI	EBV gp42 inh
Cc1nc2ccccc2nc1OCc1ccccc1	-2	1	-5	7	-21	-1.1	-6	0[fluorescence artefact?]	-13
CCC1(C)Cc2c(sc3nc(SC)nc(NCCN(C)C)c23)CO1 (stereo not drawn)	-1	-1	-6	0	2[20 µM]	/	-1	-4	-9
COc1ccccc1CN1CCN(S(=O)(=O)c2ccccc2)CC1	-2	6[fluorescence artefact?]	-16	-8	-19[20 µM]	0.028	0	66[fluorescence artefact?]	-11
O=C(NC1CC1)C1=C[C@@H](c2ccccc2)C[C@@H](OCc2ccc(CO)cc2)O1	-5	-6	0	6	-26	-0.7	-19	-3	-9
Nc1nonc1OCCc1ccccc1	-7	-3[fluorescence artefact?]	6	1	-15[20 µM]	-0.087	-22	3[fluorescence artefact?]	-15
CCN(CC)S(=O)(=O)c1ccc(N2C(=O)CC2(/C=C/c2ccccc2)C(=O)NC2CCCC2)cc1 (stereo not drawn)	-3	19	-10	-26	-19	-0.045	-6	9[fluorescence artefact?]	-11
Cc1nc2nc(-c3ccc(Cl)cc3)[nH]n2c(=O)c1Cc1ccccc1	-4	0[fluorescence artefact?]	5	3	-13[20 µM]	0.74	-17	8[fluorescence artefact?]	-1
c1ccc(CNCCC(Cc2ccccc2)c2ccco2)cc1 (stereo not drawn)	-10	2	-4	/	-2	-1.1	0	1	-15
O=C(CSc1ccccc1)Nc1ccccc1C(=O)N1CCCC1	-12	5	-3	4	-19	-1.2	-2	-7	-3
CCn1c(SCC(=O)NCc2ccco2)nc2c1c(=O)n(C)c(=O)n2C	1	10	-13	-1	-17	-0.45	-6	-13	-21
CCOc1cc(C2C(C(=O)c3ccc(C)o3)=C(O)C(=O)N2CCc2ccccc2)ccc1O (stereo not drawn)	-1	4	17	-6	-15[20 µM]	/	-12	40	-6
Cn1c(=O)c(C(=O)COc2ccc(F)cc2Cl)c(N)n(Cc2ccccc2)c1=O	-15	5	-5	-2	-14	-1.9	-37	-22	-6
CC(C)C(=O)Nc1cc(S(=O)(=O)Nc2ccc(Cl)cc2)ccc1Cl	-4	3	1	3	-15	0.8	1	6	3
Cc1cc(C(=O)NC2CC2)c2ccccc2n1	-6	3	-6	3	-19	-0.56	6	2	0
CCn1c(=O)n(CC)c2cc(S(=O)(=O)N3CCCCC3)c(C)cc21	-17	-9	-25	4	-12[20 µM]	0.035	-8	4[fluorescence artefact?]	-12
CCCC(=O)C1CCN(Cc2ccccc2)CC1	-1	1	-4	0	-15[20 µM]	-0.099	-13	4	-6
CC(C)C(CCN1C(=O)CCC1=O)C1CCOC(C)(C)C1 (stereo not drawn)	-6	-1	6	-2	-15[20 µM]	-0.54	-9	0	-1
O=C(CCNC(=O)c1ccccc1Cl)Nc1cc(S(=O)(=O)N2CCOCC2)ccc1N1CCOCC1	5	-3	6	0	-23	0.67	-11	2	-18
Cc1ccc(Nc2ncnc3c2nnn3Cc2ccccc2)cc1	-5	4	1	10	-10	-1.1	1	1	6
CCc1c(C)nc2ncnn2c1Nc1ccc(C(C)=O)cc1	3	-5	-4	0	-2[20 µM]	-1.1	-13	-10	-27
CCOC1CCc2c(C)nc(N)nc2S1 (stereo not drawn)	6	4	5	-14	-6	0.7	-2	3	-15
NC(=O)c1ccccc1NS(=O)(=O)Cc1ccc(Cl)cc1	4	-9	-3	4	-25[20 µM]	0.85	-7	33	-16
Cc1cccc(OCC(O)Cn2c(=N)n(Cc3ccccc3)c3ccccc32)c1 (stereo not drawn)	-9	-1	-12	-2	-18	-0.36	-7	0	-9
CCC1CCCCN1S(=O)(=O)c1ccc2c(c1)CCN2C(=O)C1CCC1 (stereo not drawn)	9	3	-18	3	-16	/	-16	5	-22
COc1cccc(NC(=O)c2ccc(NC(C)=O)cc2)c1	-5	-5	-5	-4	-13[20 µM]	1.8	-8	-11	6
COc1ccc(C2OC(=O)CC2C(=O)NCc2ccc(F)cc2)cc1OC (stereo not drawn)	1	0	-13	11	-7	-0.7	-8	-16	5
N/C(=N\OC(=O)COc1ccccc1Cl)c1ccccn1	1	1	-11	1	2	-1.1	-5	-13	-4
COc1cc(C(=O)OCCn2c(=O)c3c(ncn3CCN(C)C)n(C)c2=O)cc(OC)c1OC	-5	0	-5	-2	-13	-0.12	-9	3	-6
Cc1ccc(NC(=O)C2c3ccccc3Oc3ccccc32)c(C)c1	-5	-1	19	2	-19	0.43	2	-8	-9
Cc1ccc(-n2[nH]c(C)c(C=Nc3cc(C)ccn3)c2=O)cc1	1	2	21	0	-16[20 µM]	4.2*	-9	-3[fluorescence artefact?]	5
CN(C)C(=O)N1CCN(C(=O)c2ccco2)CC1	-2	-2[fluorescence artefact?]	0	2	-4	0.39	-11	-2[fluorescence artefact?]	-9
Cn1c(O)c(N=NC(=O)C2COc3ccccc3O2)c2ccccc21 (stereo not drawn)	-2	1	5	-8	-12	-0.23	-2	-8	-8
O=C(CCc1nc2ccccc2[nH]1)Nc1ccc2c(c1)OCCO2	2	10	-1	/	-13	0.16	-6	-12	-12
O=C(Nc1cc(S(=O)(=O)N2CCOCC2)ccc1O)c1ccc2c(c1)S(=O)(=O)c1ccccc1C2=O	-2	7	4	7	-32	-0.044	0	-10	-2
C=CCNC(=O)CN1CCC(n2nnc3cc(C(F)(F)F)ccc32)CC1	3	2	-1	-32	-22	0.17	7	-13	-13
CCn1cc(CNC(=O)c2cc([N+](=O)[O-])c(C)c([N+](=O)[O-])c2)cn1	-1	0	-7	/	-10	-0.51	-4	-1	-6
CC(=O)OCCCCCCCCCCC[N+]1(C)CCCCC1	5	3	6	2	-11	0.75	3	4	-5
O=C(Nc1ccc(SC(F)F)cc1)c1ccc2nccnc2c1	-8	-1	-1	-10	-14[20 µM]	/	-19	1[fluorescence artefact?]	-10
CCOc1ccc(CCNC(=O)CN(C)S(=O)(=O)c2cccc3nsnc23)cc1OCC	4	-2	-14	1	-1	/	-3	-11	-14
NS(=O)(=O)c1cccc(NC(=S)NCc2ccccc2)c1	-12	-2	0	-12	-26	0.26	-2	-15	-10
CCn1cc(CNCc2c(C(=O)N3CCCCC3)nc3c(C)cccn23)cn1	-8	3	2	-6	-13	0.055	-5	-18	-18
CCn1cc(C(=O)NCC(=O)OC)c2cc(OC)c(OC)cc2c1=O	0	2[fluorescence artefact?]	5	-6	-7	0.8	6	13	-16
CN(C)[C@@H]1CCC[C@@H]1OC(=O)C(c1ccccc1)c1ccccc1	1	4	-6	-4	-16	1.6	-24	7[fluorescence artefact?]	-24
CCCCC1CC1C(=O)Nc1ncc2c(n1)CC(C)(C)CC2=O (stereo not drawn)	0	-3	-12	/	-1[20 µM]	0.57	5	17	-23
Cc1ccccc1OCC(O)Cn1c(SC(C)C)nc2c1c(=O)[nH]c(=O)n2C (stereo not drawn)	3	-3	-3	1	4	0.33	-5	6	-16
O=c1cc(CN2CCCCC2)nc(C2CC2)[nH]1	0	0	-10	-87	-17	0.16	-5	-6	-1
COCCOC(=O)c1c(C)oc2ccc(O)c(CN3CCC(C)CC3)c12	-1	2	-25	-3	-22	-2.5	-4	2	2
O=C1c2cccnc2C(=O)N1c1cccc(-c2nc3ccccc3o2)c1	1	-3[fluorescence artefact?]	-3	2	-18[20 µM]	-0.16	-10	0	-4
Fc1ccc(C2NCCn3cccc32)cc1 (stereo not drawn)	1	7	-7	14	-6[20 µM]	-0.29	-13	44	-9
Cc1noc(C)c1CSCC(=O)OCC(=O)Nc1sccc1C#N	-12	-12	-22	-12	-5	-0.23	-14	0	-5
CC1(OC(=O)C2CCCC2)C(=O)C=C2C=C(c3ccsc3)N(c3ccccc3)C=C2C1=O (stereo not drawn)	-3	-1	0	-11	-17	-0.3	-1	-1	21
O=C(CS(=O)(=O)c1ccccc1)c1ccc2c(c1)OCCO2	7	5	-4	-4	-12[20 µM]	2	-2	-2	-8
CCCCN=C1NN=C(c2cc3ccccc3o2)CS1	-5	-9[fluorescence artefact?]	-20	-44	1	-0.2	-45	-8	-27
COc1ccc(-c2nc(Cn3c(SCc4cccc(F)c4)nc4ccncc43)c(C)o2)cc1OC	-9	-4	-13	2	-25	-0.69	-13	1	9
Cc1ccc(-c2nc(C#N)c(NCc3ccco3)o2)cc1	-3	1	0	6	-1	-0.19	-11	-11[fluorescence artefact?]	-9
O=C(Nc1ccc(Cl)cc1)Nc1nc(-c2ccccc2O)cs1	19	-2	35	-6	-8	-1.4	2	-5	-7
CCN(CC)c1nc(C)c(C(=S)Nc2cc([N+](=O)[O-])ccc2Cl)s1	-1	-3	-1	-14	-28	-0.23	-8	-4	-32
CCC(c1nnnn1Cc1ccc(F)cc1)N1CCN(C2CCCCC2)CC1 (stereo not drawn)	5	5[fluorescence artefact?]	-8	1	-4	/	-9	48[fluorescence artefact?]	-18
O=C(NCCN1CCOCC1)/C(=C\c1ccc(Br)cc1)NC(=O)c1cccs1	0	4	-19	4	-7	0.69	-10	-16	-10
S=C(NCCc1c[nH]c2ccccc12)NC1CCCC1	-3	-3	-8	3	-17	-0.79	1	-14	-4
Next entries follow:
SMILES	Thrombin inh	eIF4E 4G PPI	KLK5 inh	Rad51 HR inh	Furin inhibitor	Cl transport mod	NCF1 inh	14-3-3 Bad PPI	EBV gp42 inh
c1cn2cc(CSC3CCCCC3)nc2s1	-8	-4	-6	5	-23[20 µM]	0.77	-7	-10	-6
O=C1c2cnc3nc(SCc4cccc(Cl)c4)nn3c2CC2c3ccccc3CCN12 (stereo not drawn)	-3	9	-63	-2	-25	/	-2	8	-1
S=C1NC[C@H](Cc2ccccc2)N1CCc1cccc2ccccc12	1	-5	2	-5	-33	0.0082	-2	-6	-12
Cc1n[nH]c(=S)n1Cc1ccccc1	2	-4	3	37	-11	0.31	-4	-5	-12
S=C(NCc1ccc2c(c1)OCO2)NCc1ccc2c(c1)OCO2	-6	13	-8	-1	-11	1.1	-7	-6[fluorescence artefact?]	-11
CCN(c1ccccc1)S(=O)(=O)c1ccc(Cl)c(NC(=O)COC(=O)c2cccc(OC)c2O)c1	-4	4	-22	/	-19	-0.014	5	6[fluorescence artefact?]	-28
O=C1c2ccccc2C(=O)C1c1ccc2ccccc2n1	6	-6[fluorescence artefact?]	2	2	-2	-0.045	-7	53[fluorescence artefact?]	-13
O=C(CCCCCn1c(=O)[nH]c2ccsc2c1=O)N1CCCCC1	6	-4	0	1	-19[20 µM]	0.091	-8	1	-17
O=C(Nc1cc(S(=O)(=O)N2CCOCC2)ccc1N1CCOCC1)c1cc2c(s1)CCC2	-1	-2	-5	4	-12	-1	1	0	-6
